# FLuc modulator: firefly luciferase modulation, counter-screen for miR-21 project; P08659; purified FLuc, Km substrates, luminescence inhibition; Potency, µM (series often up to 57.5 µM), for the others: at the top dose activity change, negative = inhibition, usual class: inhibitors; 360,000 tested, 6.9% active;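 further: potency means the concentration at half of the fitted maximal effect; plate controls were vehicle for no effect and reference inhibitor for full effect; nearly all actives have a fitted effect of over 55% in size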
# Target sequence (P08659 whole entry, looked up): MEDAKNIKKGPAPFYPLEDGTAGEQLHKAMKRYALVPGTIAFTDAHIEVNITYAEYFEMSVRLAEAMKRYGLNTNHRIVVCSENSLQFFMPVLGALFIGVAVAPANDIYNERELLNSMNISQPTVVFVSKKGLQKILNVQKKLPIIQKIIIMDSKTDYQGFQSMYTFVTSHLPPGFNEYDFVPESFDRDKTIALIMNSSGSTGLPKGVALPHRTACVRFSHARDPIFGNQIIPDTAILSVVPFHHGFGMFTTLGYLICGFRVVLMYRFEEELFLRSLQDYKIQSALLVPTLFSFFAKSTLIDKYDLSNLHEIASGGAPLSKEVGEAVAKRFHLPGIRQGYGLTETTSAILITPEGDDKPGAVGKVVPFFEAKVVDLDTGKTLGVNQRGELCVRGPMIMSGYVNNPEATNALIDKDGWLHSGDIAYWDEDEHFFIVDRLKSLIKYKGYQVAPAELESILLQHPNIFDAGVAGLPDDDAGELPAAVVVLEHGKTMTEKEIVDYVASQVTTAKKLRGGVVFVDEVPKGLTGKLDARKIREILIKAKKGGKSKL
#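 Purified P. pyralis luciferase, 10 nM final, with Km-level 10 uM D-luciferin and 10 uM ATP in 50 mM Tris acetate pH 7.5, 10 mM Mg acetate, 0.01% Tween-20, 0.05% BSA; 6-point qHTS titration about 60 µM downward; luminescence read.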
# ELG1 genotox: genotoxicity induction in ELG1-luciferase HEK293T cells | HEK293T ELG1-luciferase reporter, luminescence, 16 h | Potency, µM (series often up to 46 µM), inactives show top-dose activity change, positive = activation, most hits filed as activators | 330,000 tested, 1.3% active | AID 504466; further: potency means the concentration at half of the fitted maximal effect; % of control where 0% means no effect; nearly all actives have a fitted effect of over 60% in size
#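 Screening used a luciferase reporter fused to human ELG1 in HEK293T cells. Luminescence was read on a CCD plate imager after 16 hr exposure and 30 min ONE-Glo incubation.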
# uPA generation: cell surface uPA generation inhibition; cell surface uPA generation assay, qHTS; Potency, µM (top dose mostly 38.3 µM), for the others: at the highest dose activity change, negative = inhibition, most hits filed as inhibitors; 330,000 tested, 0.31% active; AID 540303; active means well fitted inhibition curve with a large enough effect; inconclusive means small, poorly fitted or top-dose-only effect; inactive means no such curve, though single readings can be large or run the other way; tested in mouse RAW 264.7 cells; further: potency means the concentration at half of the fitted maximal effect; on the % scale 0 is the no-effect control and ±100 the full control effect; nearly all actives have a fitted effect of over 55% in size
# Gal4-VP16 FLuc: inhibits Gal4-VP16 luciferase reporter, ROR gamma counter-screen. Potency, µM (highest dose often 53.6 µM), for the others: at the highest dose activity, negative = inhibition, most hits filed as inhibitors. Drosophila S2 Gal4-VP16 UAS-luciferase, luminescence, 20 h. 310,000 tested, 3.5% active;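 further: Gal4-VP16 expression switched on by copper sulfate through the metallothionein promoter; potency means the concentration at half of the fitted maximal effect; on the % scale 0 is the no-effect control and ±100 the full control effect; nearly all actives have a fitted effect of over 50% in size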
# NPC1 promoter act: activates the NPC1 promoter. Huh7 NPC1 promoter luciferase reporter, 24 h. Potency, µM (doses to about 9.22 µM), for the others: top-dose activation, actives largely listed as activators. 320,000 tested, 2.4% active;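 further: potency means the concentration at half of the fitted maximal effect; % of control where 0% means no effect; nearly all actives have a fitted effect of over 60% in size; reporter is driven by a mutant NPC1 promoter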
#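 Luminescence from an NPC1 promoter-driven luciferase reporter in stably transfected Huh7 cells was measured after 24 h compound treatment at 37 °C, followed by 10 min ambient incubation with luciferase detection reagent.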
# RORgamma inh: inhibitors of mouse ROR gamma transcriptional activity | P51450 | AID 2551 | 310,000 tested, 5.4% active | Drosophila S2 Gal4-RORgamma UAS-luciferase reporter, 20 h | Potency, µM (highest dose often 53.6 µM), without a hit: top-dose activity change, negative = inhibition, most hits filed as inhibitors; further: potency means the concentration at half of the fitted maximal effect; on the % scale 0 is the no-effect control and ±100 the full control effect; nearly all actives have a fitted effect of over 60% in size
# Target sequence (P51450 whole entry, looked up, the tested form may be a part): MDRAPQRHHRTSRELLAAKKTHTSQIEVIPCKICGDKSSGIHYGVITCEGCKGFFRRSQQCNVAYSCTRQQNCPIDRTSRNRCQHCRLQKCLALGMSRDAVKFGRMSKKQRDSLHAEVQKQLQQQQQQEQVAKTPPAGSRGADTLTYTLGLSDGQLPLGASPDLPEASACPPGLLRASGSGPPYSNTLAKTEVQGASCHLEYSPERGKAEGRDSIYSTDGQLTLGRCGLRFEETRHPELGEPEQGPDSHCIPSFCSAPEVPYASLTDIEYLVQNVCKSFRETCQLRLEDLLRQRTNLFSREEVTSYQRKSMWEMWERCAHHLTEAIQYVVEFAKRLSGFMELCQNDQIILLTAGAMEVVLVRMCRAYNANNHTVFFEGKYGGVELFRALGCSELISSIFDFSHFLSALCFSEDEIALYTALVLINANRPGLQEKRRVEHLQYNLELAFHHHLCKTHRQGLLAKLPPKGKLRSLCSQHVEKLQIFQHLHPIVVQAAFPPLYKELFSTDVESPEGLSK
#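 In this cell-based reporter format, copper sulfate (700 uM final) drives Gal4–ROR gamma fusion expression from a metallothionein promoter in Drosophila Schneider cells; compounds preincubated 1 hr, reporter read after 20 hr at ambient temperature.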
# Tb PFK block: T. brucei PFK enzyme inhibition | T. brucei PFK, ADP-Glo luminescence | Potency, µM (series often up to 57.5 µM), without a hit: top-dose activity, negative = inhibition, actives largely listed as inhibitors | AID 485367 | 330,000 tested, 0.17% active | O15648;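 further: potency means the concentration at half of the fitted maximal effect; 0% = uninhibited 1x PFK enzyme wells and -100% = no-enzyme wells; nearly all actives have a fitted effect of over 60% in size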
#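 Activity is normalized to no-enzyme wells (full inhibition) and 1.25 nM enzyme wells (no inhibition). Reaction: 0.5 mM F6P, 0.1 mM ATP, 45 min RT, ADP-Glo luminescence; concentration-response curves fitted and classed by quality.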
# Giardia killer: Giardia lamblia killing. Giardia lamblia trophozoite viability. activity change, % at 7.66 µM, hits read low. 340,000 tested, 0.15% active. AID 540267; in the data active means activity change below about -80%; inconclusive means between about -30% and that limit;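 further: parasites exposed to compound for two days anaerobically before the ATP read; on the % scale 0 is the no-effect control and ±100 the full control effect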
#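 Luminescence from cellular ATP indicates surviving trophozoites (100 cells/well) following 48 hrs anaerobic compound treatment at 37 deg C; signal develops 15-30 min at room temperature.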
# KCNH2 3.1 inh: blocks the human KCNH2 3.1 channel isoform; U2OS KCNH2 3.1, thallium flux FluxOr; hits give low values; activity change, % (tested at about 1.8 µM); 340,000 tested, 0.95% active;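 active means maximum activity change below -70%; inconclusive means maximum activity change from -70% to -50%; inactive means maximum activity change above -50%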;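 further: thallium influx rate constant from kinetic fluorescence after stimulation buffer; on the % scale 0 is the no-effect control and ±100 the full control effect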
#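 Steps: virus added to U2OS suspension (4 h, RT, dark); medium with 10% FBS added, cells plated, 37 C overnight; FluxOr/Red40 loading buffer 45 min RT; stimulation buffer, 2 min kinetic read; rate constant normalized.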
# FBPA coupling cs: counter-screen for Giardia aldolase inhibitors: coupling enzyme system. coupling enzyme system counterscreen, AmpLite Red fluorescence. activity change, negative = inhibition, % at 58.2 µM, hits read low. 290,000 tested, 0.67% active. AID 2472; in the data active means activity change below about -30%; further: on the % scale 0 is the no-effect control and ±100 the full control effect
#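 Coupling enzymes only (glyceraldehyde-3-phosphate) + compound, at 57.5 uM final, 10 min RT; add substrate/coupling/AmpLite Red mix, 20 min RT; fluorescence ex 525/em 598 nm. Actives flag coupling-system interference.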
# Rab9 prom act: activates the Rab9 promoter. Huh7 Rab9 promoter-luciferase reporter, luminescence, 24 h. Potency, µM (series often up to 9.22 µM), without a hit: at the highest dose activation, negative = inhibition, actives largely listed as activators. 320,000 tested, 2.8% active; further: potency means the concentration at half of the fitted maximal effect; % of control where 0% means no effect; nearly all actives have a fitted effect of over 60% in size
#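 Quantitative HTS format; Huh7 Rab9-luciferase reporter cells (1500/well) receive compound 2 h post-plating, incubate 24 h at 37 °C, then get luciferase reagent for 10 min before luminescence reading.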
# * marks the source's active call; other numbers are inactive results; u = inconclusive; x = not tested or not shown; [ ] = remark or other dose. Unless noted, the call rests on the fitted dose curve; in most records, active means well fitted curve in the direction sought with a large enough effect; inconclusive means small, poorly fitted or top-dose-only effect, or another doubt; inactive means no such curve, though single readings can be large; an effect the other way counts as inactive or inconclusive.
SMILES,FLuc modulator,ELG1 genotox,uPA generation,Gal4-VP16 FLuc,NPC1 promoter act,RORgamma inh,Tb PFK block,Giardia killer,KCNH2 3.1 inh,FBPA coupling cs,Rab9 prom act
CCOc1ccc(CCNC(=O)c2ccc(CS(=O)Cc3ccc(Cl)cc3)o2)cc1OCC (stereo not given),0.6%,-14.0%,1.9%,-0.2%,1.1%,25.1%,-0.6%,2.4,17.5,x,-0.3%
Cc1ccc(-c2cc(N)nc(-c3ccccc3)c2)cc1,13.5µM*,u,0.2%,-10.0%,24.3%,-29.6%,-9.5%,12.9,-1.5,-2.8,20.6%
O=[N+]([O-])c1ccccc1NCCOc1ccccc1,9.53µM*,u,-4.5%,3.7%,u,25.6%,-4.7%,-23.6,2.2,0.6,u
O=C(COc1ccc(S(=O)(=O)NC2CCCCC2)cc1)NC1CCCCC1,0.4%,-8.1%,2.5%,-0.1%,-10.3%,0.2%,-4.0%,7.9,0.2,-0.5,-6.6%
Cc1ccc(S(=O)(=O)Nc2ccc(Cl)cc2C(=O)c2ccccc2)cc1,5.1%,-6.0%,-9.9%,u,-3.1%,u,10.4%,6.9,16.1,3.2,2.1%
Cn1c(CNC(=O)c2ccccc2F)nnc1SCCOc1ccccc1,-2.3%,-0.2%,0.0%,-7.1%,0.0%,-12.6%,0.0%,11.1,-12.3,-0.2,-1.8%
CC1(C)CC(=O)c2cc(OCC(=O)NCCCN3CCN(c4ccccc4F)CC3)ccc2O1,1.8%,-11.3%,x,-4.9%,0.3%,-19.6%,0.1%,5.0,-30.6,0.6,-8.1%
COc1ccc(Oc2ccc(/C=N/NC(=O)c3cccnc3)cc2[N+](=O)[O-])cc1,-8.1%,-3.8%,-10.0%,15.6%,2.4%,u,-5.9%,7.8,-0.1,-2.3,-1.1%
Nc1cc(=O)nc(SCC(=O)NCc2ccccc2)n1CCc1ccccc1,-2.2%,-1.3%,1.8%,0.7%,2.1%,2.2%,-3.6%,-8.7,-18.2,-1.3,-5.2%
COC(=O)c1ccc(N2C(=O)CC(N(C)CCc3ccc(OC)c(OC)c3)C2=O)cc1 (stereo not given),13.8%,0.6%,-0.7%,-0.6%,-1.2%,u,11.5%,5.8,-1.2,0.6,-5.3%
O=C(Nc1cccc2c1CCCC2)c1ccco1,-1.3%,1.8%,x,2.2%,-1.4%,25.6%,6.3%,5.5,10.4,-2.1,0.0%
CCOC(=O)C1CCCN(C(=O)CCn2nnnc2CN2CCOCC2)C1 (stereo not given),0.5%,1.5%,1.8%,1.2%,-1.4%,-0.3%,-2.7%,-20.2,13.9,-0.2,-0.5%
OCCNC(=S)c1ccccc1,1.7%,0.4%,0.0%,-0.4%,0.4%,7.8%,0.9%,24.1,17.0,-1.4,1.5%
CCCC(=O)N1c2ccccc2C(=C2SC(C(=O)OC)=C(C(=O)OC)S2)C(=S)C1(C)C,-2.7%,-6.5%,-3.6%,-8.7%,-4.3%,-18.8%,-2.6%,-10.7,-7.3,4.8,-4.7%
COc1ccc(NC(=O)c2ccc(Cl)cc2)c[n+]1[O-],4.3%,-0.9%,-2.1%,2.9%,-4.2%,-1.0%,-0.5%,6.8,4.3,0.8,-4.7%
COc1ccc(S(=O)(=O)N2CCOC2CNC(=O)C(=O)NCCN(C)C)cc1 (stereo not given),-1.3%,-3.8%,-1.8%,-3.5%,-1.8%,-2.2%,-2.8%,-16.2,3.6,x,3.4%
O=C(COC(=O)COc1ccc(Cl)cc1)NCc1ccc2c(c1)OCO2,x,0.2%,-1.3%,x,x,x,-3.1%,-13.3,-26.2,x,x
O=C(CN(Cc1ccc2c(c1)OCO2)C(=O)CSc1nc2ccccc2o1)NC1CCCCC1,-0.9%,4.0%,28.3%,5.2%,9.0%,25.1%,1.8%,6.1,1.1,0.4,-0.7%
COc1cccc(NC(=O)CN(C)C(C)C(=O)Nc2ccc(S(=O)(=O)N3CCCC3)cc2)c1 (stereo not given),-6.9%,-2.6%,0.9%,4.8%,-4.0%,13.6%,-0.9%,8.4,-16.5,-0.8,-0.9%
CCOC(=O)c1ccc(NC(=S)NCc2ccc(S(N)(=O)=O)cc2)cc1,0.8%,0.4%,10.2%,-1.8%,-3.7%,-5.8%,-2.4%,-17.8,-6.3,-0.4,2.6%
O=c1[nH][nH]cc1C=NCc1cccnc1,-2.3%,3.1%,16.8%,-9.4%,0.3%,7.6%,-1.6%,6.5,8.0,1.3,-3.0%
CC(C)(C)C(=O)Nc1cccc(C(=O)c2cccc(NC(=O)C(C)(C)C)c2)c1,u,-6.8%,-6.7%,3.4%,-2.0%,36.3%,-0.4%,5.3,19.5,2.0,2.8%
C=CCn1c(SCc2nc3ccccc3[nH]2)nnc1-c1ccc(OC)cc1,-1.7%,-9.7%,x,-0.5%,-4.9%,-32.5%,3.9%,-4.7,-1.7,-1.8,1.3%
Nc1nc2n(n1)C(c1cccs1)CC(c1ccccc1)N2 (stereo not given),4.5%,1.5%,-5.4%,-18.3%,-1.0%,12.6µM*,-0.4%,1.9,-14.1,1.3,-3.8%
CCOC(=O)N1CCN(C(=O)CSc2ccc(C(=O)OC)cc2[N+](=O)[O-])CC1,6.5%,-0.6%,0.1%,15.5%,3.1%,-2.5%,1.7%,-12.9,-15.1,-0.5,-3.1%
O=C(Nc1ccc(Cl)cc1F)C1CCN(S(=O)(=O)c2cccnc2)CC1,11.0%,-7.2%,0.1%,8.9%,0.4%,11.6%,-0.1%,u,8.3,-1.8,-3.3%
CCc1ccc(NC(=S)NCC2CCCN2CC)cc1 (stereo not given),5.7%,3.0%,x,-3.0%,1.0%,u,-8.0%,1.1,0.6,3.8,-2.3%
COc1ccccc1CN(C(=O)c1ccco1)C(C(=O)NC1CCCC1)c1ccncc1 (stereo not given),1.6%,-0.1%,6.8%,-0.4%,2.0%,-11.5%,3.1%,0.3,-14.2,-0.1,-4.2%
COC(=O)C(NC=O)C(O)(Cc1ccccc1)C(F)(F)F (stereo not given),u,16.8%,-2.5%,17.8%,-1.9%,-4.1%,2.4%,37.6[activator],-2.6,0.4,-3.1%
CN(Cc1cn(C)nc1-c1ccccc1F)Cc1nccn1C,1.1%,-1.7%,1.5%,-9.6%,-1.7%,-23.9%,-3.3%,-3.1,13.8,0.1,-7.0%
Cn1ccnc1SCC(=O)Nc1ccc(Oc2ccccc2)cc1,13.5µM*,u,9.7%,7.6%,u,u,-4.6%,29.1,5.9,1.7,10.7%
COc1ccc(Cl)cc1C(=O)NCc1ccco1,-5.6%,1.8%,6.5%,-12.0%,1.7%,21.3%,1.8%,-3.2,6.5,-1.8,-0.8%
CC(=O)Nc1ccc(NC(=O)c2ccccc2-n2cnnn2)cc1,-0.5%,0.7%,0.4%,x,u,x,-4.8%,17.7,23.6,x,-9.1%
FC(F)(F)c1nnc(-c2ccccc2)nc1Sc1ccccc1,0.2%,11.0%,-4.3%,u,-12.5%,u,-2.3%,-4.0,8.8,-0.4,-8.8%
Cc1ccc(OCc2ccc(C(=O)Nc3nccs3)o2)cc1C,16.9µM*,-1.0%,2.8%,3.9%,u,u,0.7%,7.6,-0.9,x,u
COc1cccc(C(=O)/C=C/Nc2ccc(S(=O)(=O)Nc3nc(C)cc(C)n3)cc2)c1,u,3.2%,-6.5%,-12.1%,0.5%,u,-2.3%,10.3,-2.9,0.1,-5.5%
CN(c1ccccc1)S(=O)(=O)c1ccc(C(=O)NCc2ccc(F)cc2)cc1,x,-5.7%,3.2%,x,x,x,0.1%,-8.9,-3.7,x,x
Cc1cc(C(=O)OCC(=O)Nc2cc(S(=O)(=O)N(C)C)ccc2Cl)c2ccccc2n1,2.2%,-0.3%,1.6%,-4.0%,-0.4%,-14.4%,8.9%,-2.6,0.5,-1.0,-3.9%
O=c1oc(/C=C/c2ccco2)nc2sc3c(c12)CCC3,0.953µM*,0.3%,4.0%,-9.0%,17.8%,u,1.5%,-6.0,-3.2,0.0,16.3%
O=C1c2cccnc2C(=O)N1Cc1ccc(F)cc1,6.0%,1.5%,x,-9.7%,2.0%,2.9%,1.9%,-9.9,4.9,1.8,4.9%
CC(=O)Nc1ccc(S(=O)(=O)N(C)CC(=O)OCC(=O)NC(C)C23CC4CC(CC(C4)C2)C3)cc1 (stereo not given),-1.3%,8.1%,0.7%,-5.0%,-0.4%,-7.8%,-2.8%,-19.0,-18.8,0.9,0.2%
O=C1C=CN2CCCCC2CC1 (stereo not given),x,0.2%,u,x,x,x,0.6%,-16.7,-2.7,x,x
